DAX1 inh-1: DAX1 (NR0B1) inhibitors on StAR promoter, primary screen, cell-based, luminescence, SF-1 (NR5A1), full-length DAX-1. HEK293T StAR-luciferase reporter, SF-1/DAX-1 repression relief. inhibition, % at 6.8 µM. 1.1% of 370,000 active. AID 652010, 2013;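 active = inhibition above the mean over all tested compounds plus 3 SD, cut at about 3.6% in these data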;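 also: 0% = DAX-1 cells with DMSO and 100% = cells lacking DAX-1 with DMSO; higher inhibition means more luminescence from relief of DAX-1 repression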
hcDAF-12 act: H. contortus DAF-12 nuclear receptor activators, primary screen, cell-based, luminescence, HEK293, lit1-tk-luc reporter; activation, % at 6.8 µM; 1.4% of 370,000 active; HEK293 hcDAF-12 lit1-tk-luc reporter; 0% DMSO, 100% Δ7-dafachronic acid; AID 652067, 2013;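 active = activation above the mean of all tested compounds plus 3 SD, cut at about 5.5% in these data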;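 also: 100% = response to 3 µM Δ7-dafachronic acid high control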
DAX1 inh-2: DAX1 (NR0B1) inhibitors, primary screen, cell-based, HEK293, Gal4-DAX1, luciferase luminescence | HEK293 Gal4-DAX1 luciferase reporter | inhibition, % at 6.75 µM | 0.99% of 340,000 active | AID 504766, 2011;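 active = inhibition above the mean over all tested compounds plus 3 SD, cut at about 4.2% in these data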;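 also: 0% = DAX1-transfected cells with DMSO and 100% = empty-vector control cells with DMSO; inhibition shows as a rise in luminescence from relieved DAX1 repression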
Target sequence (P51843 207-470 limits assumed): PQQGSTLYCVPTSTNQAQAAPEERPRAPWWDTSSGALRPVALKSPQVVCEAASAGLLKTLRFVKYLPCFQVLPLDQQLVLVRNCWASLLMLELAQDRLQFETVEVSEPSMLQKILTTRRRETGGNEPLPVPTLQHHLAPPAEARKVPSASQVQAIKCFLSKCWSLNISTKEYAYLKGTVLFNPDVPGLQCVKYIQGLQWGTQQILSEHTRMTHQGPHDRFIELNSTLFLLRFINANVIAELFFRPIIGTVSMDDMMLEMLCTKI
ADAM10 inh: human ADAM10 inhibitors, primary screen, biochemical, QFRET, HTS; Disintegrin and metalloproteinase domain-containing protein 10 (Homo sapiens), O14672; 0.62% of 370,000 active; inhibition, % at 7 µM; recombinant ADAM10, EDANS/DABCYL FRET peptide cleavage, 3 h;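 active = inhibition above a per-campaign cutoff equal to the mean of compounds falling between control-based bounds plus 3 SD, cut at about 20% in these data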;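 also: 0% = DMSO wells while the 100% control is not disclosed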
FXN GAA850 act: FXN promoter activators, primary screen, cell-based, luciferase luminescence, HEK293 lucGAA850; activation, % at 6 µM; HEK293 lucGAA850 FXN promoter luciferase reporter, 24 h; percent of 10 µM SAHA response; AID 540364, 2011; 0.56% of 360,000 active;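 active = activation above the average of all compounds screened plus 3 SD, cutoff fixed separately per campaign, cut at about 7.5% in these data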;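 also: 0% = DMSO wells and 100% = 10 µM SAHA wells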
SMARCA2 act: SMARCA2 (BRM) function activators, primary screen, cell-based, luminescence, high throughput; MG213 cells, MMTV-luciferase reporter, dexamethasone, overnight; activation, % at 9.1 µM; 1% of 370,000 active; in the data active = activation above about 7.8%;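 also: 0% = vehicle wells and 100% = reference activator wells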
HGIII-sPLA2 inh: human group III sPLA2 inhibitors, primary screen, biochemical, QFRET, BODIPY PC-A2 liposome substrate. QFRET BODIPY PC-A2 liposome hydrolysis, fluorescence. inhibition, % at 12.2 µM. 0.56% of 370,000 active;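 active = inhibition above mean plus 3 SD of compounds lying within the high and low control bounds, cut at about 19% in these data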;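 also: 0% = median of test compound wells and 100% = no enzyme DMSO wells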
Target sequence (Q9NZ20 whole entry, looked up): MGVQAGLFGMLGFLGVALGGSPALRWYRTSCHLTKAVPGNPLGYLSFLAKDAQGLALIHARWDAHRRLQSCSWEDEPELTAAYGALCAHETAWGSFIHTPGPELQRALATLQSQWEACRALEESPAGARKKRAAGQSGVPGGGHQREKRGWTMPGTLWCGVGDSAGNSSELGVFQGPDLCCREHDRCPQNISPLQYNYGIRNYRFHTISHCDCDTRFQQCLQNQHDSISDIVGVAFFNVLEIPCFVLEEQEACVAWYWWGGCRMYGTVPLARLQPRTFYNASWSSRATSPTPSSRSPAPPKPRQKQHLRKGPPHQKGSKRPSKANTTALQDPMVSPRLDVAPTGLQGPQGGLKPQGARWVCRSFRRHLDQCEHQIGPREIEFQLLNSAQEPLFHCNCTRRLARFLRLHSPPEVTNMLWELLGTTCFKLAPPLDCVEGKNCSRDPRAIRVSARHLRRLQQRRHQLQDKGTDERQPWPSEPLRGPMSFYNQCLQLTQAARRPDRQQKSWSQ
GC-A act: GC-A stimulated cGMP production enhancers – HEK293 GC-A cells, cGMP TR-FRET, EC30 ANP, primary screen; AID 1671463, 2021; activation, % at 10 µM; 0.14% of 370,000 active; 0% at EC30 ANP, 100% saturating ANP; Atrial natriuretic peptide receptor 1 (Homo sapiens), P16066; in the data active = activation above about 40%
ssDAF-12 act: S. stercoralis DAF-12 nuclear receptor activators, primary screen, cell-based, luminescence, HEK293, GRIP1 co-expression, lit1-tk-luc | Nuclear hormone receptor DAF-12 (Strongyloides stercoralis) | HEK293 ssDAF-12/GRIP1 lit1-tk-luc reporter; % of 3 µM dafachronic acid response | activation, % at 6.8 µM | 1% of 370,000 active | AID 652126, 2013;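 active = activation above the mean over all tested compounds plus 3 SD, cut at about 0.9% in these data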;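 also: 0% = DMSO-only wells and 100% = 3 µM delta7-dafachronic acid wells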
hgDAF-12 ag: H. glycines DAF-12 receptor agonists, primary screen, cell-based, luminescence, HEK293, GAL4 fusion, UAS-luciferase; activation, % at 6.8 µM; Nuclear hormone receptor DAF-12 (Heterodera glycines), GAL4 fusion; HEK293 GAL4-hgDAF12 UAS-luciferase reporter, agonist luminescence; normalized to butyrate control; 1.8% of 370,000 active;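 active = activation above a cutoff set at the mean of all screened compounds plus 3 SD, cut at about 10% in these data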;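 also: 0% = DMSO wells and 100% = sodium butyrate wells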
NPR2 activator: human GC-B receptor activators, primary screen, HEK293 GC-B cells, cGMP TR-FRET, EC30 CNP; 0% at EC30 CNP, 100% saturating CNP; activation, % at 10 µM; 0.11% of 370,000 active;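 active = activation at 10 µM reaching about 35% in either raw or pattern-adjusted values, limit read from the data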
Active calls of the source: *; i = inactive; nt = no result given.

SMILES | DAX1 inh-1 | hcDAF-12 act | DAX1 inh-2 | ADAM10 inh | FXN GAA850 act | SMARCA2 act | HGIII-sPLA2 inh | GC-A act | ssDAF-12 act | hgDAF-12 ag | NPR2 activator
CC(C)(O)C#Cc1ccc(C(=O)N2CCN(c3ccc(Cl)cc3)CC2)cc1 | 0.3 | -2.0 | 0.6 | 5 | 1.8 | -4 | -6 | 2 | -1.3 | -0.8 | 2
O=C(C[N+]12CC[N+](CC(=O)c3ccc(F)cc3)(CC1)CC2)c1ccc(F)cc1 | 0.1 | 0.0 | -0.5 | -10 | 0.6 | 0 | 17 | 3 | -0.7 | -1.9 | 2
CC(C)C(=O)Nc1ccc(NC(=O)c2cccc(F)c2)cn1 | 0.0 | -0.6 | 0.1 | -9 | 2.3 | 1 | -2 | 0 | -0.5 | 1.5 | 5
O=C(CSc1cn(CC(=O)N2CCOCC2)c2ccccc12)N1CCOCC1 | 0.2 | 2.4 | 0.8 | 8 | 0.0 | -1 | 1 | -3 | -0.1 | 0.6 | -4
CC(C)(C)OC(=O)N1CCC(C(=O)Nc2ccc(C(=O)NCCc3ccccc3)cc2)CC1 | -1.2 | -2.3 | 0.8 | -7 | -1.3 | -1 | -4 | 1 | -1.4 | -4.0 | -4
CCOc1ccc(C(C)=O)cc1CSC(=N)N | -0.3 | -1.7 | -1.5 | -6 | -0.7 | -3 | 18 | 1 | -1.6 | 1.0 | -4
CCOc1ccccc1CN1CCC(CO)(CCOc2ccccc2)CC1 | 0.3 | 1.2 | 4.1 | -5 | 0.3 | 0 | -12 | -8 | -0.2 | -0.3 | -12
Cc1ccc(C)c(NC(=O)Cn2nnc(-c3ccc(N4CCOCC4)cc3)n2)c1 | -1.4 | 0.7 | 0.6 | 4 | 0.8 | 4 | 5 | 3 | -1.9 | 0.1 | -3
COc1ccc(C(C(=O)NC2CCCC2)N(CCCO)C(=O)Cn2nnc(-c3ccc(C)o3)n2)cc1 (configuration not stated) | 0.2 | -0.4 | -1.2 | 1 | -1.8 | -1 | -10 | -1 | -1.0 | -0.7 | -1
CCOCCc1c(O)nc(SCC(=O)NCc2ccco2)[nH]c1=O | 0.2 | -1.1 | 1.2 | 4 | 1.4 | -3 | 6 | 8 | -0.9 | -0.3 | 4

As entered above.
DAX1 inh-2 with O=C(C[N+]12CC[N+](CC(=O)c3ccc(F)cc3)(CC1)CC2)c1ccc(F)cc1 reads -0.5
DAX1 inh-1 with CCOCCc1c(O)nc(SCC(=O)NCc2ccco2)[nH]c1=O reads 0.2

Four of the compounds above, as comma-separated lines.
mol,DAX1 inh-1,hcDAF-12 act,DAX1 inh-2,ADAM10 inh,FXN GAA850 act,SMARCA2 act,HGIII-sPLA2 inh,GC-A act,ssDAF-12 act,hgDAF-12 ag,NPR2 activator
O=C(CSc1cn(CC(=O)N2CCOCC2)c2ccccc12)N1CCOCC1,0.2,2.4,0.8,8,0.0,-1,1,-3,-0.1,0.6,-4
CC(C)(C)OC(=O)N1CCC(C(=O)Nc2ccc(C(=O)NCCc3ccccc3)cc2)CC1,-1.2,-2.3,0.8,-7,-1.3,-1,-4,1,-1.4,-4.0,-4
CCOc1ccc(C(C)=O)cc1CSC(=N)N,-0.3,-1.7,-1.5,-6,-0.7,-3,18,1,-1.6,1.0,-4
CCOc1ccccc1CN1CCC(CO)(CCOc2ccccc2)CC1,0.3,1.2,4.1,-5,0.3,0,-12,-8,-0.2,-0.3,-12

(list continues)
SMILES | DAX1 inh-1 | hcDAF-12 act | DAX1 inh-2 | ADAM10 inh | FXN GAA850 act | SMARCA2 act | HGIII-sPLA2 inh | GC-A act | ssDAF-12 act | hgDAF-12 ag | NPR2 activator
CC(=O)Oc1cccc(C(=O)Nc2c[nH]c(=O)[nH]c2=O)c1 | 0.3 | 2.5 | nt | -1 | 0.9 | -1 | -3 | 5 | -1.2 | -1.8 | 0
COCC(=O)Nc1cc(OC)c(Cl)cc1OC | -0.6 | -1.1 | -0.2 | -2 | -0.3 | -1 | 0 | -5 | -0.8 | -0.8 | 0
CCCCN(C(=O)c1ccc2ccccc2c1)c1c(N)n(CCCC)c(=O)[nH]c1=O | 0.3 | -0.3 | -0.8 | -6 | 1.3 | 3 | 2 | -2 | -1.4 | 0.7 | 6
COc1ccc([C@H]2CC(=O)C=C(c3cccc(OC(F)(F)F)c3)C2)cc1 | 0.3 | -0.5 | 2.2 | 7 | 1.3 | 3 | 5 | 6 | -1.6 | -0.1 | 6
CCC(=O)N1CCc2cc(Br)cc(S(=O)(=O)N3CCC(C(=O)NC(C)C)CC3)c21 | -0.3 | -2.2 | 0.6 | 0 | 2.0 | -2 | 1 | -3 | -0.7 | 2.6 | 6
CCCN1CCc2nc(SCC(=O)Nc3ccc(C)c(Cl)c3)[nH]c(=O)c2C1 | 0.6 | 0.7 | -0.4 | -13 | 0.8 | 1 | -9 | 0 | -0.9 | 5.7 | 4
O=C(CSc1nc2ccccc2[nH]1)NCCc1ccc(Cl)cc1 | 0.1 | -0.7 | -0.8 | 9 | 1.3 | -2 | 0 | -4 | -1.5 | 0.3 | -3
CC(=O)c1ccc(NC(=O)CSc2nc(=O)n3cccc(C)c3n2)cc1 | -2.7 | -1.9 | -0.6 | -4 | -1.2 | 3 | -4 | -3 | -0.8 | 1.9 | -7
CCCc1cc(=O)oc2c(C)c(OCC(=O)N3CCC[C@@H]3C(=O)O)ccc12 | -0.3 | 0.4 | 2.9 | -373 | -2.1 | 2 | 5 | 1 | -1.1 | -2.7 | -1
N#CCC1c2ccccc2CCN1C(=O)Nc1ccc(C(F)(F)F)cc1 (configuration not stated) | -1.1 | -2.3 | 0.2 | 11 | 1.3 | -2 | -28 | -9 | -1.5 | 1.0 | 1
O=S1(=O)CCC(NC(=S)Nc2ccc(Cl)cc2)C1 (configuration not stated) | -0.2 | 0.4 | 0.7 | 11 | -0.2 | -3 | 3 | 1 | -1.5 | 1.4 | -6
O=C(CN1C(=O)c2ccccc2S1(=O)=O)NCCSCc1c(F)cccc1Cl | 0.4 | 0.0 | -0.5 | 4 | 1.1 | 3 | -1 | -2 | -0.8 | -1.7 | 3
CCOC(=O)N1CCC(N2C(=O)c3ccccc3C2=O)CC1 | 0.3 | -0.8 | -0.4 | -9 | 3.6 | -3 | 0 | -2 | -1.4 | -1.2 | 1
N#CCC(=O)N/N=C/c1c2ccccc2cc2ccccc12 | -0.2 | 0.6 | 1.1 | 0 | 1.9 | -1 | -20 | -4 | -1.0 | 1.2 | 0
Cc1ccc(N2C(=N)/C(=C3/Nc4ccccc4S3)C(c3ccccc3)C2=O)cc1 (configuration not stated) | 0.3 | 2.6 | -0.7 | -1 | 2.4 | 3 | 3 | 3 | -0.7 | 2.4 | 13
CC(NC(=O)CSc1nc2sc3c(c2c(=O)n1-c1ccccc1)CCCC3)c1ccccc1 (configuration not stated) | 0.1 | 0.4 | 1.0 | 0 | 6.5 | 0 | 3 | -5 | -1.4 | -1.2 | -1
O=C(CCN1CCN(S(=O)(=O)c2ccc(Br)cc2)CC1)Nc1ccccc1F | 0.0 | -0.1 | -0.9 | 0 | 0.7 | -4 | -1 | -5 | -0.5 | 0.5 | -6
COc1ccc2[nH]c(C)c(CCNC(=S)Nc3cccc(C)c3C)c2c1 | -0.9 | -2.1 | -0.5 | -11 | 0.2 | 1 | 12 | -8 | -1.8 | -2.6 | -8
CCOC(=O)CSc1nc2c(sc(=S)n2-c2ccc(OCC)cc2)c(=O)[nH]1 | -1.0 | -1.1 | 0.2 | 2 | 0.2 | -3 | -14 | 1 | -1.6 | -1.3 | -7
CCc1noc(N)c1C(=O)Nc1ccc(Cl)cc1 | -0.3 | -1.8 | 0.7 | -12 | 1.5 | -2 | 5 | 0 | -0.5 | -0.3 | 3
Cc1cccc(N2CCN(S(=O)(=O)c3ccc(-c4ccc(=O)[nH]n4)o3)CC2)c1C | -0.6 | -1.1 | 1.6 | -3 | 0.4 | -4 | -7 | -4 | -1.2 | 1.3 | 1
COc1ccccc1-c1ccc(Nc2ccc(C(=O)N3CCOCC3)cc2)nn1 | -0.6 | -1.9 | -0.6 | -1 | -0.7 | 1 | 4 | 2 | -1.4 | -2.0 | 4
CC(C)c1ccc2c(c1)C(N1CCN(C)CC1)Cc1cccnc1S2 (configuration not stated) | 0.2 | 0.0 | 2.0 | -5 | 1.2 | -4 | 9 | -10 | -0.6 | -0.3 | -5
COc1ccc(N2CCN(c3ccc(Cl)nn3)CC2)cc1 | 0.4 | -1.1 | -0.3 | -2 | 0.9 | -2 | 2 | -2 | -1.8 | -2.8 | -1
CCOP(=O)(OCC)C(Nc1ccc(F)cc1)c1ccccc1 (configuration not stated) | 0.1 | 2.4 | nt | 1 | 0.0 | -1 | 4 | -3 | -1.1 | -0.8 | -3
Cc1ccc(NC(=O)CSc2nnc(-c3ccco3)o2)cc1 | -0.1 | 1.3 | 0.1 | 1 | -2.4 | -2 | 0 | 1 | -1.8 | -1.1 | -4
CCCCCCCCN1C(=O)[C@@H](CC(=O)NCCCOCCCC)C[C@@]2(C(=O)OC)C1=C[C@H](C(C)(C)C)O[C@@H]2C | 0.3 | 0.8 | nt | 12 | nt | 0 | -2 | -6 | -1.2 | 1.3 | 0
COc1cc2c(cc1OC)C(CNC(=O)C=Cc1ccccc1)C2 (configuration not stated) | -1.1 | 0.3 | 0.2 | -12 | 1.5 | -2 | 4 | 1 | -0.8 | 0.6 | -4
C=CCNC(=O)/C(C#N)=C/c1c(N2CC(C)OC(C)C2)nc2ccccn2c1=O (configuration not stated) | 0.3 | -0.5 | -0.8 | i | 0.4 | -5 | 9 | 4 | -0.9 | -1.8 | 0
ClCCn1cnc2c(SCc3ccccc3Cl)ncnc21 | -3.2 | -1.3 | -3.6 | 6 | -4.8 | 6 | -11 | 1 | -0.8 | -1.9 | 4
COc1ccc(CCNC(=O)CCCn2c(SCC(N)=O)nc3cc4c(cc3c2=O)OCO4)cc1OC | 0.0 | 1.9 | nt | 5 | nt | 5 | 3 | 0 | -1.6 | 4.2 | -4
Cc1cc(C(=O)Cn2cncn2)c(C)n1CCc1ccc(F)cc1 | -1.2 | 0.3 | -2.1 | 6 | -2.3 | -6 | -4 | -1 | -0.9 | -0.7 | 0

Screening data (PubChem BioAssay)
